# Source: PubChem BioAssay (Sanford-Burnham Center for Chemical Genomics)
# APJ ag: agonists of human APJ apelin receptor. activation, % at 20 µM. 330,000 tested, 0.11% active. CHO-K1 APJ PathHunter beta-arrestin, luminescence; 0% DMSO wells, 100% apelin;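 active = activation more than six SD over the plate average, tested at 20 µM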;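 also: 0% = DMSO alone and 100% = apelin-13 at 10 nM; some results filed as inactive read as strong as hits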
# Target sequence (P35414 whole entry, looked up): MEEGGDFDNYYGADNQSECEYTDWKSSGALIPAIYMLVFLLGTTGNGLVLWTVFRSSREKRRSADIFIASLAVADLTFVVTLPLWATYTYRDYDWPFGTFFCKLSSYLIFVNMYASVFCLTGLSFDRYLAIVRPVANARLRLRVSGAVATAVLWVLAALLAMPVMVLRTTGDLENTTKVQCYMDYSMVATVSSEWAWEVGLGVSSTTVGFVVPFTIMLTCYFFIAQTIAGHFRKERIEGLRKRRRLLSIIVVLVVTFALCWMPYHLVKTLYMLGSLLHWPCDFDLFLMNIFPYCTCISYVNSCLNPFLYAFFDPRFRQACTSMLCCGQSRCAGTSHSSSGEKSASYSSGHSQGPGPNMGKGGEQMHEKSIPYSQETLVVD
#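 Test system – PathHunter CHO-K1 APJ (AGTRL-1) beta-arrestin reporter cells · Input – 1000 cells/well · Compound – single test compound dose, 20 µM final, 1% DMSO · Times – compound stimulation 90 min at 25 °C, detection 60 min · Technique – beta-gal luminescence · Read-out basis – APJ–arrestin association signal · Control set – negative DMSO alone, positive Apelin-13 at 10 nM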
# tim23-1 inh: growth inhibitors of tim23-1 mutant yeast; S. cerevisiae tim23-1 growth, BacTiter-Glo luminescence, 24 h; inhibition, % at 20 µM; 330,000 tested, 1.3% active; AID 463212;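 active = growth inhibition of the mutant yeast at or above 50%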;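 also: temperature-sensitive mutant grown at 25 °C; plate controls were DMSO-treated mutant yeast for no effect and medium wells lacking yeast for full effect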
# APJ antagonist: APJ receptor antagonism | CHO-K1 APJ beta-arrestin complementation, luminescence | inhibition, % at 20 µM | 330,000 tested, 0.32% active;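 active = inhibition above about 40% at 20 µM, limit read from the data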;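 also: cells challenged with 10 nM apelin-13 agonist together with compound; plate controls were apelin-13 plus DMSO wells for no effect and DMSO wells lacking apelin-13 for full effect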
# UPR CHOP act: activators of apoptotic arm of unfolded protein response (CHOP); CHO-CHOP luciferase reporter, UPR activation, luminescence; percent of tunicamycin response over DMSO baseline; activation, % at 10 µM; 330,000 tested, 0.34% active;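 active = at 10 µM dose, activation of 40% or more, normalized to positive control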;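 also: 100% = tunicamycin at 10 µg/mL and 0% = DMSO alone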
#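 assay system = CHO CHOP reporter cells | amount = 500 CHO-CHOP cells per well | buffer or medium = F12 with 10% FBS | incubation = 16-18 h cell attachment, then 6 h compound exposure, 37 °C | detection = luminescence read with Steady-Glo | read-out = percent activation relative to tunicamycin control | controls = tunicamycin high control, DMSO low control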
# 697 NFkB inh: lowers PMA/ionomycin-induced NF-kB signal in 697 B cells | 697 B-cell NF-kB luciferase reporter, 16 h | inhibition, % at 4 µM | 330,000 tested, 0.33% active | AID 435022; in the data active = inhibition above about 35%
# XBP1 UPR activ: activators of adaptive arm of unfolded protein response (XBP1); CHO-XBP1 luciferase reporter, IRE1-XBP1 UPR activation, luminescence; percent of tunicamycin response, DMSO as zero; activation, % at 20 µM; 330,000 tested, 0.33% active; AID 463104;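 active = versus positive control, 20 µM dose yields 30% or more activation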;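 also: 100% = tunicamycin at 10 µg/mL and 0% = DMSO only wells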
#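 Material: IRE1-XBP1 luciferase reporter CHO line / Quantity: one thousand reporter cells per well / Buffer or medium: F12 with 10% serum / Compound: 20 µM single concentration, DMSO 1% / Times: 6 h treatment, 37 °C / Detection: Steady-Glo luciferase glow luminescence, 10 min after reagent addition / Benchmarks: tunicamycin high, DMSO low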
# Jurkat NFkB inh: lowers PMA/ionomycin-induced NF-kB signal in Jurkat cells. PMA/ionomycin-induced NF-kB luciferase reporter, luminescence. inhibition, % at 4 µM. 330,000 tested, 0.53% active; in the data active = inhibition above about 50%
# Mdm2 MdmX PPI: disrupts the human Mdm2-MdmX interaction; 330,000 tested, 3% active; SaOS-2 split-luciferase Mdm2/MdmX complementation, luminescence; O15151+Q00987; AID 485346; inhibition, % at 8 µM;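 active = inhibition of at least 50% at 8 µM in the primary screen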
# Starred values were filed as active, the others as inactive.
SMILES,APJ ag,tim23-1 inh,APJ antagonist,UPR CHOP act,697 NFkB inh,XBP1 UPR activ,Jurkat NFkB inh,Mdm2 MdmX PPI
Nc1nc2sc3c(c2cc1C(=O)N1CCOCC1)CCCC3,-1,14,-4,-1.1,-7,-7,4,-5
O=C(CC(c1ccccc1)c1ccccc1)Nc1ccc(O)cc1,-3,22,6,-2.8,-15,-1,-11,-21
CCCN1CCN(CCCNC(=O)c2cc3c(=O)[nH]c4ccc(C)cc4c3s2)CC1,2,4,-6,-0.2,2,2,-4,49
COc1ccc(Oc2coc3cc(OC(=O)c4cccs4)ccc3c2=O)cc1,-2,-4,10,3.5,-12,0,-4,21
CCOc1ccc(S(=O)(=O)N2CCCC(C(=O)NCc3ccccn3)C2)cc1C (configuration not stated),0,23,9,1.6,8,-1,5,21
CCOC(=O)c1c(C)nn(-c2ccc(NC(=O)CSCC(=O)O)cc2)c1C,2,-12,2,2.1,-7,-1,-5,-28
COc1cccc(CNC(=O)C2CCN(S(=O)(=O)c3cccc4nonc34)CC2)c1,0,6,1,-0.2,-19,-2,-18,-21
CC(C)COC(=O)n1ccc(C(=O)N2CCCCC2)n1,-5,25,-14,0.8,13,-2,8,-7
CC(C)c1ccccc1NS(=O)(=O)N(C)C,-2,-4,-15,-1.1,3,-2,-5,11
O=C(NC1CCc2ccccc21)c1cc(COc2ccc(F)cc2F)on1 (configuration not stated),0,-7,19,-1.9,16,-3,-1,24

# Some of these compounds in order of the APJ ag value, largest number first:
Compound	APJ ag
O=C(NC1CCc2ccccc21)c1cc(COc2ccc(F)cc2F)on1 (configuration not stated)	0
Nc1nc2sc3c(c2cc1C(=O)N1CCOCC1)CCCC3	-1
COc1ccc(Oc2coc3cc(OC(=O)c4cccs4)ccc3c2=O)cc1	-2

# The listing continues.
SMILES,APJ ag,tim23-1 inh,APJ antagonist,UPR CHOP act,697 NFkB inh,XBP1 UPR activ,Jurkat NFkB inh,Mdm2 MdmX PPI
Cc1cc(C)c(NC(=O)CCN2C(=O)c3ccccc3S2(=O)=O)c(C)c1,-1,8,10,0.8,12,-3,-1,6
CC(Oc1cccc(Cl)c1)C(=O)Nc1ccc(N2CCOCC2)cc1N1CCOCC1 (configuration not stated),-1,41,-13,1.3,-5,2,12,1
O=C(Nc1ccccc1N1CCOCC1)c1ccc(Cl)c(S(=O)(=O)NCc2ccco2)c1,-3,21,9,1.6,-3,-2,3,7
Cc1ccc(C(C)C)cc1S(=O)(=O)Nc1cccnc1,-4,5,6,-1.5,0,-2,-1,19
CS(=O)(=O)c1ccc(Cl)c(NC(=O)COC(=O)CNC(=O)c2cccs2)c1,7,-8,12,-0.8,13,0,3,-9
CN1CCN(C(=O)/C(=C/c2cccc([N+](=O)[O-])c2)NC(=O)c2ccccc2)CC1,-4,0,16,-1.4,10,-1,-16,11
CC(=O)c1ccc(N2CCCCC2)c(F)c1,-3,2,11,0.8,-3,3,-10,28
CN(c1cccc(NC(=O)Nc2ccc(Cl)cc2)c1)S(C)(=O)=O,1,9,4,4.7,-43,34*,-25,-14
CCCC(c1nnnn1C1CCCCC1)N1CCN(c2ncccn2)CC1 (configuration not stated),-1,22,13,-0.6,-5,0,-3,16
Cc1cccc(NC(=S)N2CCCC(c3nc4ccccc4[nH]3)C2)c1 (configuration not stated),-4,8,5,-0.5,0,-2,4,14
COc1ccc(NC(=O)CCNS(=O)(=O)c2ccc3c(c2)c(=O)n(C)c(=O)n3C)c(OC)c1,6,8,-16,2.1,-45,-1,36,-12
O=C(Cc1ccc(-n2c(=S)[nH]c3ccccc3c2=O)cc1)N1CCC(N2CCCCC2)CC1,-3,7,-5,-1.0,10,-3,-2,7
Cc1ccc(CNC(=O)CSc2nnnn2C)cc1,0,2,-1,0.7,7,1,9,-5
C/C(=N\NC(=O)c1nnn(-c2nonc2N)c1CN(C)C)c1ccco1,-7,0,-3,0.0,-16,-1,-10,17
O=C(/C=C/NCc1ccc(F)cc1)c1ccccc1,-2,20,-12,2.2,-1,3,-12,11
COC(=O)CNC(c1ccccc1Cl)c1cc(Br)ccc1NC(=O)CCN1CCOCC1 (configuration not stated),1,13,-12,-3.2,1,-2,-13,20
COc1ccc2c(c1OC)c(=O)n1c3ccc(OC(C)C(=O)NCCCN4CCOCC4)cc3c3ccnc2c31 (configuration not stated),0,12,-2,2.8,23,2,0,39
CCN(CC)C(=O)c1cccc(NC(=O)c2ccccc2OCc2c(C)noc2C)c1,1,27,-22,0.1,1,3,-5,12
C/C(=N\NC(=O)c1cccs1)c1ccc(C(=O)O)s1,-1,-9,-58,-2.5,11,-4,12,11
C=C(Cl)COc1ccc2c(CCCC)cc(=O)oc2c1,-7,28,8,0.8,-9,2,-15,6
CCc1c(O)nc2sc3ccccc3n2c1=O,3,11,9,-2.5,-7,-3,-8,12
O=C(NCc1ccccc1Cl)C1CC(=O)N(Cc2ccccc2)C1 (configuration not stated),-1,12,-11,0.4,-5,-2,8,20
COc1ccc(C(=O)CSc2nnc(CNC(=O)c3ccco3)n2C)cc1,0,0,15,0.4,12,-3,-14,8
CCOc1ccc(NC(=O)CSc2nnc(COc3c(C)cccc3C)o2)cc1,-4,3,5,1.5,6,-1,8,6
Cc1ccc(-c2c[n+](CC(=O)Nc3ccc(C)cc3C)c3n2CCC3)cc1,-2,1,11,1.1,-11,-5,15,32
O=C(CCCCCN1C(=O)[C@@H]2Cc3ccccc3CN2C1=O)Nc1cccc(F)c1,4,43,19,-0.5,4,-6,12,6
Cc1ccc(NS(=O)(=O)c2csc(C(N)=O)c2)c(C)c1,-3,6,3,1.9,5,-5,3,19
O=C(c1cc(Br)ccc1OC(F)F)N1CCN2CCCC2C1 (configuration not stated),-4,-11,12,-2.1,-3,-2,-2,2
O=C(CSc1ccccn1)N1CCN(c2cccc(Cl)c2)CC1,-3,18,6,-3.0,-4,2,17,12
CC1Cc2ccccc2N1C(=O)CSc1ncc(-c2ccc(F)cc2)n1C (configuration not stated),-5,37,-35,4.0,-111,-1,-101,-121
COc1cc(C(=O)NCCc2ccc(S(N)(=O)=O)cc2)ccc1OCc1c(C)noc1C,0,-4,11,0.5,18,2,0,5
C=CCOC(=O)C1=C[C@H](C(C)(C)C)[C@@H](CCCO)[C@H](OCC)O1,-2,17,-68,-1.1,8,0,-14,-25
COc1ccc2c(c1)[n+](=O)c(C(C)=O)c(C)n2[O-],4,1,-11,-1.2,-10,1,-1,26
CC(C#N)Sc1ncnc2sc3c(c12)CCC3 (configuration not stated),-4,26,9,-1.7,2,2,12,27
C[C@@H]([C@H](O)c1ccccc1)N(C)C(=S)Nc1ccccc1,-1,6,2,2.2,0,-4,18,8
Cc1oc2c(O)c(O)ccc2c(=O)c1-c1ccccc1,-2,4,-133,-1.1,-49,-3,-5,-13
CN=C1SC(CC(=O)Nc2ccc(F)cc2F)C(=O)N1/N=C(\C)c1cccc(OCC(=O)O)c1 (configuration not stated),-6,-3,3,1.2,20,-1,3,-10
Cn1c(=O)c2c(nc(NCCNC(=O)c3ccco3)n2Cc2ccc(Cl)cc2Cl)n(C)c1=O,3,-21,-11,-0.2,-13,-4,0,-4
CCCC(=O)Nc1ccc2c(c1)COC2=O,-4,6,7,0.2,-4,-2,4,-2
COc1ccc(Cn2nnc3ccccc32)cc1,-8,-8,9,-1.0,12,-1,16,16
COc1ccc(C(=O)C2CCCN(C(=O)c3noc4c3CCCC4)C2)c(C)c1 (configuration not stated),0,30,17,0.2,4,-3,-20,9
Cc1noc(C)c1CN(C(=S)NC1CC1)c1ccccc1,-1,9,-2,-0.7,4,-6,-1,3
CCc1ccc(OCC(=O)NNC(=O)c2cc(S(=O)(=O)N(C)C)ccc2N2CCCC2)cc1,-5,0,17,-0.2,7,-3,11,31
CCOc1ccc(NC(=O)C(=O)NCC2CCCN2CC)cc1 (configuration not stated),-2,13,13,-0.1,7,-4,-3,6
O=C(CSc1nnc2scc(-c3ccc(Cl)cc3)n12)NCc1ccc2c(c1)OCO2,-2,12,20,-0.4,21,0,8,-15
Cc1ccc(-n2ncc3c(=O)n(CC(=O)N4CCN(c5ccccc5F)CC4)cnc32)cc1C,2,-14,20,-0.6,-10,-1,15,30
CN(C)/C=C1\N=C(c2ccc(Cl)cc2Cl)OC1=O,-1,4,6,5.1,-79,5,-55,-33
CC(C)Cn1c(CN2CCCCC2C)nc2c1c(=O)n(C)c(=O)n2C (configuration not stated),-6,4,5,0.4,-49,-2,3,-18
Cc1noc(C)c1COc1ccc(C(=O)OCC(=O)Nc2ccc3ccccc3c2)cc1,-5,11,16,1.8,15,9,4,17
COc1ccc(CCN2C(=O)NC(NS(=O)(=O)c3ccc(Cl)cc3)(C(F)(F)F)C2=O)cc1OC (configuration not stated),1,13,-6,-0.8,3,-2,-2,6

# Among those listed so far, 2 contain bromine.
SMILES,APJ ag,tim23-1 inh,APJ antagonist,UPR CHOP act,697 NFkB inh,XBP1 UPR activ,Jurkat NFkB inh,Mdm2 MdmX PPI
COC(=O)CNC(c1ccccc1Cl)c1cc(Br)ccc1NC(=O)CCN1CCOCC1 (configuration not stated),1,13,-12,-3.2,1,-2,-13,20
O=C(c1cc(Br)ccc1OC(F)F)N1CCN2CCCC2C1 (configuration not stated),-4,-11,12,-2.1,-3,-2,-2,2

# The results go on.
SMILES,APJ ag,tim23-1 inh,APJ antagonist,UPR CHOP act,697 NFkB inh,XBP1 UPR activ,Jurkat NFkB inh,Mdm2 MdmX PPI
O=C(Nc1ccc(Cl)cc1C(=O)N1CCOCC1)c1cccc([N+](=O)[O-])c1,-3,3,8,-1.0,11,-1,13,6
COc1ccc(C(=O)Nc2cc(C)on2)cc1S(=O)(=O)N1CC(c2ccccc2)CC1=O (configuration not stated),-1,-1,15,-0.1,13,-4,7,24
COc1ccc(CC(=O)N(C)CC(=O)Nc2ccccc2SC)cc1,-1,5,12,3.2,10,2,2,13
COc1ccc(NC(=S)N(Cc2ccc(C(=O)O)cc2)Cc2ccc(OC)c(OC)c2)cc1,-3,2,-6,0.5,1,-2,-9,7
O=C(NCc1cccnc1)c1cnc2sccn2c1=O,-1,-11,9,4.6,-1,-3,-8,7
COC(=O)/C=C/c1cnc2ccccc2c1,-4,8,-13,4.6,8,4,-9,-15
Cc1cc(C)cc(C(=O)NCC(=O)OCC(=O)N2c3ccccc3NC(=O)C2(C)C)c1,-3,13,-15,-2.6,-7,-1,-16,-15
COc1ccc(C(=O)c2c(N)sc3c2CCN(C(=O)OC(C)(C)C)C3)cc1,-6,8,17,2.3,7,-2,13,16
CCC(Oc1ccccc1)C(=O)NCCOC (configuration not stated),-1,14,-6,2.1,16,-2,4,-2
CC(C)COC(=O)c1cc(=O)[nH]c2ccccc12,-4,2,14,-2.7,20,-2,4,10
CCCCCCc1c(C)nc(-n2[nH]c(C)c(CCO)c2=O)[nH]c1=O,-6,6,34,1.5,-3,4,5,10
CCN(C(=O)CSc1nc2ccccc2n1CC)C1CCS(=O)(=O)C1 (configuration not stated),-4,6,-20,0.5,5,0,20,16
CCc1nn(CC(=O)O)c(=O)c2ccccc12,1,11,2,-1.5,0,-2,-24,4

# Profiles, quoted from the list. Order of values: APJ ag	tim23-1 inh	APJ antagonist	UPR CHOP act	697 NFkB inh	XBP1 UPR activ	Jurkat NFkB inh	Mdm2 MdmX PPI
# O=C(Nc1ccc(Cl)cc1C(=O)N1CCOCC1)c1cccc([N+](=O)[O-])c1 across the screens: -3	3	8	-1.0	11	-1	13	6
# COc1ccc(C(=O)c2c(N)sc3c2CCN(C(=O)OC(C)(C)C)C3)cc1 across the screens: -6	8	17	2.3	7	-2	13	16
# COC(=O)/C=C/c1cnc2ccccc2c1 across the screens: -4	8	-13	4.6	8	4	-9	-15
